Screens from PubChem.
GLP1R inv ag = qHTS of GLP-1 Receptor Inverse Agonists (Inhibition Mode). HEK293 GLP-1R CRE-luciferase, luminescence, 24 h; GLP-1R form is constitutively active. Potency, µM (top dose mostly 38.3 µM), for the others: at the highest dose activity change, negative = inhibition, most hits filed as inhibitors. actives 1.6% (n = 410,000); also: % is scaled to controls: 0 for no effect and ±100 for the full control effect; nearly all actives have a fitted effect of over 55% in size
Target sequence (P43220 whole entry, looked up): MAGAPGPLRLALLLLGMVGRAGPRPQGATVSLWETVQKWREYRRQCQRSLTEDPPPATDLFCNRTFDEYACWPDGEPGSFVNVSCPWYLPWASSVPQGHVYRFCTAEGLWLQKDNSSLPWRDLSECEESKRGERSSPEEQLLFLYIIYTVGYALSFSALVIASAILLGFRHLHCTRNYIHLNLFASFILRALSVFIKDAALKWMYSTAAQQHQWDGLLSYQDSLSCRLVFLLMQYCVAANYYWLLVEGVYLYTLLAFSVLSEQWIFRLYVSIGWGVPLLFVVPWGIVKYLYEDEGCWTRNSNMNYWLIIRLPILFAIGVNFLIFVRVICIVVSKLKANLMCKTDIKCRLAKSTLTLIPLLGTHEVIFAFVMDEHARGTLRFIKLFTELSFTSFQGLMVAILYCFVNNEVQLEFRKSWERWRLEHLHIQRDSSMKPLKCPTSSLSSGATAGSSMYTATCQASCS
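Luminescence readout: a drop in cAMP-driven luciferase signal flags inverse agonism at a constitutively active GLP-1R stably expressed in HEK293. Compound exposure lasted 24 hr at 37 deg C, 5% CO2.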
TDP43 rescue = qHTS of TDP-43 Inhibitors; TDP-43 expressing yeast growth rescue, BacTiter-Glo, 24 h; Potency, µM (highest dose often 46.1 µM), for inactives: at the top dose growth rescue (activation), actives largely listed as activators; actives 1.8% (n = 410,000); AID 652104, 2013; also: % of control where 0% means no effect; nearly all actives have a fitted effect of over 50% in size
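Galactose-induced TDP-43 yeast, OD600=0.02, compound pinned; 24 hr, 30 deg C; BacTiter-Glo luminescence for growth. Inhibitors of TDP-43 toxicity read as activators.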
HT1080NT lethal = qHTS for induction of synthetic lethality in tumor cells producing 2HG: qHTS for the HT-1080-NT fibrosarcoma cell line. actives 1.6% (n = 360,000). HT-1080-NT fibrosarcoma viability, CellTiter-Glo ATP luminescence, 48 h. Potency, µM (series often up to 46.1 µM), without a hit: at the highest dose activity, negative = less viability, actives largely listed as cytotoxic;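 also: NT is the 2HG producing partner of a matched IDH1 knockdown line; 0% = DMSO-treated cells and -100% = media-only wells without cells; nearly all actives have a fitted effect of over 55% in size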
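Compounds were tested in concentration-response format on HT-1080-NT cells for 48 hours at 37 degrees C. Cell viability came from CellTiter-Glo luminescence; curves were classified by r2, response magnitude and activity.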
KB-V1 MDR tox = qHTS assay for MDR1-selective chemotherapeutics: Primary screen using the drug-selected MDR subline cells KB-V1; Potency, µM (top dose mostly 46.1 µM), for inactives: at the top dose activity change, negative = cytotoxicity, hits mostly cytotoxic; actives 3.4% (n = 400,000); KB-V1 MDR cells viability, CellTiter-Glo, 72 h; also: % is scaled to controls: 0 for no effect and ±100 for the full control effect; nearly all actives have a fitted effect of over 60% in size
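KB-V1, DMEM (no phenol red) + 10% FBS; cpd pin-transferred, titration series; 72 h, 37 degrees C; CellTiter-Glo, luminescence. Data normalized, curve-fit.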
HEK293 tox = qHTS of GLP-1 Receptor Inverse Agonists: Cytotox Screen | HEK293 cAMP-luciferase reporter cells, luminescence, 24 h | Potency, µM (titrated, usually from 38.3 µM), for inactives: at the top dose activity change, negative = inhibition, usual class: inhibitors | actives 0.13% (n = 410,000) | AID 624418, 2012;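 also: loss of luciferase light is scored as toxicity; % is scaled to controls: 0 for no effect and ±100 for the full control effect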
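Compound-treated cells are incubated 24 hr at 37 deg C under 5% CO2 after a 12 hour attachment period, then luciferase detection reagent is added and luminescence is measured following 12 min at room temperature; lowered signal indicates toxicity.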
SW480 rerep = A quantitative high throughput screen for small molecules that induce DNA re-replication in SW480 colon adenocarcinoma cells; SW480 DNA re-replication, Hoechst DNA content imaging, 48 h; Potency, µM (highest dose often 46.1 µM), without a hit: at the highest dose re-replication activation, hits mostly activators; actives 1.8% (n = 340,000); also: % of control where 0% means no effect; nearly all actives have a fitted effect of over 55% in size
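Image-based DNA-content assay: after two days of treatment, nuclei were labelled with the DNA dye Hoechst and imaged, and hits were compounds raising the count of nuclei showing high fluorescence intensity.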
GLP1R ag = qHTS of GLP-1 Receptor Agonists; Glucagon-like peptide 1 receptor (Homo sapiens), P43220; HEK293 GLP-1R CRE-luciferase, luminescence, 4-6 h; cells express a hypersensitive GLP-1R form; Potency, µM (titrated, usually from 45.6 µM), inactives show at the top dose activation, actives largely listed as activators; actives 0.007% (n = 380,000); AID 624172, 2012; also: % of control where 0% means no effect
HT1080 IDH1KD tx = qHTS for induction of synthetic lethality in tumor cells producing 2HG: qHTS for the HT-1080-IDH1KD cell line; HT-1080 IDH1 knockdown viability, ATP luminescence, 48 h; Potency, µM (series often up to 46.1 µM), without a hit: at the highest dose activity, negative = toxicity, most hits filed as cytotoxic; actives 2% (n = 360,000);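 also: 0% = DMSO wells and -100% = cell-free medium wells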
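Cytotoxicity counter-line: IDH1KD HT-1080, 48 h, CellTiter-Glo. Curves classed by r2, magnitude and activity.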
KB-3-1 tox = qHTS assay for MDR1-selective chemotherapeutics: Primary screen using the parental adenocarcinoma cell KB-3-1. KB-3-1 viability, CellTiter-Glo ATP luminescence, 72 h. Potency, µM (top dose mostly 46.1 µM), for inactives: at the highest dose activity change, negative = cytotoxic, usual class: cytotoxic. actives 1.4% (n = 400,000). AID 1347075, 2019; also: % is scaled to controls: 0 for no effect and ±100 for the full control effect; nearly all actives have a fitted effect of over 60% in size
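Cytotoxicity measured as CellTiter-Glo luminescence after 72 h at 37 C. Compound titrations were pinned onto drug-naive KB-3-1 parental adenocarcinoma cells grown in DMEM with 10% FBS, and normalized data fitted to concentration-response curves.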
Starred values were filed as active, the others as inactive; ? = inconclusive; · = not tested or not shown; & = joins results of further samples; [ ] = another dose, or the depositor's remark. Calls follow the shape of the dose curve; as a rule, active = well fitted curve in the direction sought with a large enough effect; inconclusive = small, poorly fitted or top-dose-only effect, or another doubt; inactive = no such curve, though single readings can be large; an effect the other way counts as inactive or inconclusive. Potency is read from the fitted curve at half-maximal effect. An unsorted share of the library (roughly 9.4% active in at least one column).

item	Compound	GLP1R inv ag	TDP43 rescue	HT1080NT lethal	KB-V1 MDR tox	HEK293 tox	SW480 rerep	GLP1R ag	HT1080 IDH1KD tx	KB-3-1 tox
1	Cc1cc(C(=O)COC(=O)CNC(=O)c2ccc(F)cc2)c(C)n1Cc1ccco1	-8%	6%	6%	-3%	1%[1.53 µM]	2%	-6%	8%	-7%
2	Cn1c(=O)c2ncn(CC(=O)N/N=C/C=C/c3ccccc3)c2n(C)c1=O	11%	-11%	-5%	?	6%	-82%[inhibitor]	6%	1%	-1%
3	O=C(C1CCN(S(=O)(=O)c2ccccc2)CC1)N1CCOCC1	1%	-5%	10%	16%	1%	-4%	13%	11%	?
4	Cc1c(Cl)cccc1NC(=O)C1NC(=O)CC1c1ccccc1 (stereo not given)	-33%	-13%	1%	0%	-7%	3%	-6%	-3%	-2%
5	C[C@@H]1CCCCO[C@H](CN(C)C(=O)c2ccccc2)[C@@H](C)CN([C@H](C)CO)C(=O)c2cc(NC(=O)c3ccncc3)ccc2O1	9%	9%	20%	?	-4%	·	-1%	14%	22%
6	CCOC(=O)N1CCC(NC(=O)c2cc(-c3ccc(OC)cc3)nc3ccccc23)CC1	-5%	22%	14%	-5%	8%	?	2%	12%	0%
7	Cc1cc(C(=O)NNC(=S)Nc2ccccc2C)cs1	-4%	0%	5%	?	-16%	?	0%	1%	-17%
8	Cn1c(=O)c2c(nc(CN3CCOCC3)n2CC(O)CO)n(C)c1=O (stereo not given)	0%	22%	15%	-2%	-14%	1%	-13%	4%	4%
9	CC(C)(C)OC(=O)NC1CNNC1=O (stereo not given)	10%	6%	8%	0%	-17%	-6%	-2%	16%	15%
10	Cc1cc(NC(=O)COC(=O)CCS(=O)(=O)c2cc(Cl)ccc2Cl)no1	14%	0%	5%	20%	-9%	3%	2%	-11%	0%
11	CN(C)c1ccc(/C=C(\NC(=O)c2ccccc2)C(=O)NCCCN2CCOCC2)cc1	-5%	-15%	1%	?	7%	-7%	8%	-5%	0%
12	CCOc1ccc(C(=O)/C=C/c2cn(CN3CCN(C)CC3)c3ccccc23)cc1	0%	-5%	-28%	13%	113%[activator]	?	4%	?	11%
13	O=C1CCN(Cc2ccccc2)C=C1C(=O)c1ccccc1	-2%	8%	14%	?	0%	-1%	0%	12%	0%
14	COCCn1c(=O)[nH]c2cc(C(=O)Nc3nnc(C)s3)ccc21	-16%	-9%	14%	1%	?	-6%	4%	8%	10%
15	CCN(CC)C(=O)COc1ccc(C=O)cc1OC	11%	-10%	13%	?	-4%	1%	2%	12%	-3%
16	CC(C)(C)CN1CCN(Cc2nc(-c3ccc(F)cc3)cs2)CC1CCO (stereo not given)	?	-3%	?	?	-23%	6%	3%	?	?
17	Cc1ccc(O)c(C2=Nc3ccccc3C2(C)C)c1	-45%	8%	1%	-6%	12%	8%	25%	10%	7%
18	O=C(NCc1ccco1)c1cc(-c2ccc(Cl)cc2)on1	20%	0%	-5%	8%	6%	10%	-3%	4%	1%
19	COc1ccc(C(=O)Nc2cccc(-c3cnc4ccccc4n3)c2)cc1	11%	12%	25%	-22%	-19%	2%	0%	19%	4%
20	O=C(Cc1ccc(F)cc1)NCCc1ccc(F)cc1	0%	5%	1%	-17%	0%	-1%	-1%	-2%	-9%
21	COc1ccc(CNC(=O)Cn2ccc3cc(S(=O)(=O)N4CCCCCC4)ccc32)c(OC)c1	?	-14%	·	-1%	-7%	·	·	·	-9%
22	COc1ccccc1C(=O)n1nc(C)cc1C	-10%	-1%	8%	8%	-6%	-18%	-5%	17%	-6%
23	CN(C)C1=NC(=O)/C(=C\c2ccccc2)S1	21%	5%	16%	30%	3%	-5%	-4%	14%	3%
24	COc1cccc(OC)c1OCCN(C)C	-4%	14%	18%	-18%	6%	-4%	4%	17%	-4%
25	COc1cccc(NC(=O)CCc2c(C)nc3nc(CNC(=O)c4cccc(F)c4)nn3c2C)c1	-19%&-18%	5%&14%	3%	?	-17%&2%	-3%	6%	-2%	8%&-1%
26	O=C(c1sc2ccccc2c1Cl)N(Cc1cccs1)C1CCS(=O)(=O)C1 (stereo not given)	-27%	-3%	-1%	-17%	0%	1%	3%	-9%	-18%
27	COCCNC(=O)c1ccc2c(c1)nc(C)n2-c1cccc(F)c1	0%	-26%	-4%	21µM*	9%	5%	6%	-1%	6%
28	CCOC(=O)c1cc2cc(OC)ccc2n1C1CCN(CCc2ccccc2)CC1	?	10%	?	0%	-24%	·	-1%	18µM*	?
29	O=C1c2cc(S(=O)(=O)NCCO)ccc2-c2ccc(S(=O)(=O)NCCO)cc21	10%	-15%	-8%	15%	2%	-3%	11%	6%	-4%
30	C#CCSc1nnc(C)c(C)n1	17%	0%	9%	-3%	-7%	-3%	1%	0%	-3%

Structures listed so far with a furan ring, fused or not (two):
item	Compound	GLP1R inv ag	TDP43 rescue	HT1080NT lethal	KB-V1 MDR tox	HEK293 tox	SW480 rerep	GLP1R ag	HT1080 IDH1KD tx	KB-3-1 tox
1	Cc1cc(C(=O)COC(=O)CNC(=O)c2ccc(F)cc2)c(C)n1Cc1ccco1	-8%	6%	6%	-3%	1%[1.53 µM]	2%	-6%	8%	-7%
18	O=C(NCc1ccco1)c1cc(-c2ccc(Cl)cc2)on1	20%	0%	-5%	8%	6%	10%	-3%	4%	1%

Next structures
item	Compound	GLP1R inv ag	TDP43 rescue	HT1080NT lethal	KB-V1 MDR tox	HEK293 tox	SW480 rerep	GLP1R ag	HT1080 IDH1KD tx	KB-3-1 tox
31	CC(=O)Nc1ccc2nc(-c3ccco3)[nH]c2c1	18%	-15%	2%	-10%	?	-10%	3%	-6%	9%
32	CC(=O)Oc1ccc2c(c1)cc(C)n2C	25%	25%	-9%	3%	4%	-5%	17%	-10%	-2%
33	CN1CCN(S(=O)(=O)c2ccc(-c3ccc(Cl)cc3)cc2)CC1	0%	-9%	12%	13µM*	7%	-6%	1%	9%	2%
34	CS(=O)(=O)N1CCC(C(=O)Nc2cccc(F)c2)CC1	16%	1%	11%	4%	-4%	5%	-3%	10%	14%
35	COc1cc(OC)c2c(O)c3c(c(-c4c5c(c(O)c6c(OC)cc(OC)cc46)CO[C@@H](C)[C@H]5O)c2c1)[C@H](O)[C@H](C)OC3	21%	3%	2%	-4%	1%	-1%	-2%	-8%	15%
36	O=C(CCc1ccccc1)Nc1nc2n(n1)C(c1ccccc1)CC(=O)N2 (stereo not given)	-2%	7%	4%	17%	6%	-7%[9.22 µM]	1%	0%	0%
37	COc1cc(S(=O)(=O)Nc2cccc3cn[nH]c23)c(OC)cc1Cl	-32%	-14%	-19%	-9%	1%	-13%	6%	-4%	-2%
38	CC1=C(C(=O)NCc2ccco2)C2(CCC(C)CC2)OC1=O (stereo not given)	1%	24%	7%	21%	4%	4%	3%	8%	21%
39	Cc1nnc(N(Cc2ccco2)C(=O)c2cccc(C#N)c2)s1	1%	-11%	-11%	5%	0%	?	1%	2%	-3%
40	CN=c1scc(-c2ccc(Cl)cc2)n1C	-26%	16%	15%	-2%	0%	-3%	-7%	17%	16%
41	COc1ccc(C(NC(=O)CC(C)C)NC(=O)CC(C)C)cc1OC	0%	16%	11%	-6%	1%	-4%	10%	2%[9.24 µM]	9%
42	O=S(=O)(Nc1nc2ccccc2nc1Nc1ccc2c(c1)OCCO2)c1cccs1	0%	-18%	-11%	?	-16%	-5%	2%	9%	-17%
43	c1ccc2c(c1)CN1C(=N2)COc2ccccc2C1c1nc2ccccc2[nH]1 (stereo not given)	21%	-3%	-6%	-23%	0%	·	-6%	6%	19%
44	O=C(/C=C/[C@H]1O[C@@H](n2ccc(=O)[nH]c2=O)[C@H](O)[C@@H]1O)NC(c1ccccc1)c1ccccc1	30%[activator]	-1%	17%	6%	6%	·	0%	19%	0%

Among those listed so far, these contain four or more nitrogen atoms:
item	Compound	GLP1R inv ag	TDP43 rescue	HT1080NT lethal	KB-V1 MDR tox	HEK293 tox	SW480 rerep	GLP1R ag	HT1080 IDH1KD tx	KB-3-1 tox
2	Cn1c(=O)c2ncn(CC(=O)N/N=C/C=C/c3ccccc3)c2n(C)c1=O	11%	-11%	-5%	?	6%	-82%[inhibitor]	6%	1%	-1%
5	C[C@@H]1CCCCO[C@H](CN(C)C(=O)c2ccccc2)[C@@H](C)CN([C@H](C)CO)C(=O)c2cc(NC(=O)c3ccncc3)ccc2O1	9%	9%	20%	?	-4%	·	-1%	14%	22%
8	Cn1c(=O)c2c(nc(CN3CCOCC3)n2CC(O)CO)n(C)c1=O (stereo not given)	0%	22%	15%	-2%	-14%	1%	-13%	4%	4%
11	CN(C)c1ccc(/C=C(\NC(=O)c2ccccc2)C(=O)NCCCN2CCOCC2)cc1	-5%	-15%	1%	?	7%	-7%	8%	-5%	0%
14	COCCn1c(=O)[nH]c2cc(C(=O)Nc3nnc(C)s3)ccc21	-16%	-9%	14%	1%	?	-6%	4%	8%	10%
25	COc1cccc(NC(=O)CCc2c(C)nc3nc(CNC(=O)c4cccc(F)c4)nn3c2C)c1	-19%&-18%	5%&14%	3%	?	-17%&2%	-3%	6%	-2%	8%&-1%
36	O=C(CCc1ccccc1)Nc1nc2n(n1)C(c1ccccc1)CC(=O)N2 (stereo not given)	-2%	7%	4%	17%	6%	-7%[9.22 µM]	1%	0%	0%
39	Cc1nnc(N(Cc2ccco2)C(=O)c2cccc(C#N)c2)s1	1%	-11%	-11%	5%	0%	?	1%	2%	-3%
42	O=S(=O)(Nc1nc2ccccc2nc1Nc1ccc2c(c1)OCCO2)c1cccs1	0%	-18%	-11%	?	-16%	-5%	2%	9%	-17%
43	c1ccc2c(c1)CN1C(=N2)COc2ccccc2C1c1nc2ccccc2[nH]1 (stereo not given)	21%	-3%	-6%	-23%	0%	·	-6%	6%	19%
